HTRA1 inh = HTRA1 (human) protease inhibition; inhibition, % at 5.96 µM; recombinant HTRA1, FP-rhodamine activity-based probe, fluorescence polarization; 340,000 tested, 0.5% active; in the data active means inhibition above about 36%;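 further: 0% = enzyme with DMSO and 100% = wells lacking enzyme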
PRMT1 FP inh = PRMT1 (human) inhibition, primary screen; AID 652257; recombinant PRMT1, activity-based probe fluorescence polarization; inhibition, % at 2.79 µM; 370,000 tested, 1.3% active; Q99873;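 active means inhibition above about 21% made by adding two undisclosed values, limit read from the data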
Target sequence (Q99873 whole entry, looked up): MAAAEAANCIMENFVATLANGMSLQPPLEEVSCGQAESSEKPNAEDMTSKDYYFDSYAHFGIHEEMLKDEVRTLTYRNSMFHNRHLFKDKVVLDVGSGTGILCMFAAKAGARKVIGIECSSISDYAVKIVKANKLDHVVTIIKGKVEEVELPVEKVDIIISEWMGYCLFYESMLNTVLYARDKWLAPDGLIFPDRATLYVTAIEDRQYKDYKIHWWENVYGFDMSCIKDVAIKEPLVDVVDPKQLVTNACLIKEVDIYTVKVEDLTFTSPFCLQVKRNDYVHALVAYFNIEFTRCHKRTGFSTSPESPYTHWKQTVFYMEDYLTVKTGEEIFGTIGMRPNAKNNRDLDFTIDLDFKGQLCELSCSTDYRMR
UHRF1 binding = UHRF1 methyl-DNA binding inhibition; AID 687016; 370,000 tested, 0.75% active; UHRF1 binding to methylated oligo, TR-FRET; Q96T88; inhibition, % at 4.4 µM; in the data active means inhibition above about 21%;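 further: UHRF1 SRA domain binding a hemimethylated CpG hairpin DNA probe; 0% = median of test compound wells and 100% = reference inhibitor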
DDE Tn7 FP inh = DD(E)-Tn7 binding inhibition, primary FP screen. 370,000 tested, 0.13% active. inhibition, % at 8.3 µM. FP displacement of FITC-Tn7 peptide from fibrin DD(E); 0% = median of compound wells per plate;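 active means inhibition above the mean of compounds falling within the control limits plus 3 SD of them, cut at about 14% in these data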;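 further: 0% = plate median of compound wells and 100% = 10 µM Aha-Tn7 peptide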
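Assay system: human fibrin DD(E) protein / Input: 2 µM fibrin DD(E) / Benchmarks: high control of 10 µM Aha-Tn7 peptide / Measured by: fluorescence polarization of the labelled Tn7 tracer / Medium: Tris buffer with calcium and detergent, pH 7.8 / Timing: 10 min compound pre-incubation, 3 h probe incubation at room temperature / Repeats: one replicate per compound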
TDP2 absorb = TDP2 (human) inhibition, absorbance primary screen; 370,000 tested, 0.34% active; inhibition, % at 12.8 µM; recombinant TDP2, T5PNP hydrolysis, p-nitrophenol absorbance 415 nm; O95551;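 active means inhibition above the mean of all tested compounds plus 3 SD, set per campaign, cut at about 25% in these data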;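 further: 0% = DMSO with enzyme and 100% = buffer with substrate but no TDP2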
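System – recombinant human TDP2 · Quantity – TDP2 enzyme at 120 nM final · Doses – single concentration, 12.8 µM nominal, with 1% DMSO · Incubation – 2 h at 37 °C · Measured by – epi absorbance of p-nitrophenol freed from T5PNP by hydrolysis · Read-out – % inhibition relative to enzyme-containing and enzyme-free wells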
SIAE inh = blocks human sialic acid acetylesterase | Q9HAT2 | SIAE FP-Rh probe binding, fluorescence polarization | inhibition, % at 9.66 µM | 370,000 tested, 0.69% active | AID 1053197;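 active means inhibition above a cutoff: mean of compounds within the control limits plus 3 SD of those, cut at about 17% in these data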;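 further: 0% = plate median of compound wells and 100% = probe without SIAE protein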
Target sequence (Q9HAT2 whole entry, looked up): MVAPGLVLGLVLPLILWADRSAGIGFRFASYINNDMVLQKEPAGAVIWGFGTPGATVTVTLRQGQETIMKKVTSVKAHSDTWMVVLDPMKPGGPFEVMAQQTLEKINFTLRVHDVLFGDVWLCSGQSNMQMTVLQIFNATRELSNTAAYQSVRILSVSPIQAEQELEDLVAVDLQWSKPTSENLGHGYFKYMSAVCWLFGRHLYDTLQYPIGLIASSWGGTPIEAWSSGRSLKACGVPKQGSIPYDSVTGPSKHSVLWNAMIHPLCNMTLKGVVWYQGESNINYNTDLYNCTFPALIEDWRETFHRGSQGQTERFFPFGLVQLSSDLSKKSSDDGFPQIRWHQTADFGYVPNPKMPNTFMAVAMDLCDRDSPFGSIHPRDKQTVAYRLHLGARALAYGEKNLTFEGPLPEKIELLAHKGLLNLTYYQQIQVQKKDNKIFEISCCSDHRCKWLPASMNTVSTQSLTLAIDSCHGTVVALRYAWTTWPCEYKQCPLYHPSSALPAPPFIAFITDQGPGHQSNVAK
TCR-CD3 inh = inhibitors of human TCR-CD3 interaction; 360,000 tested, 0.37% active; AID 651800; TAMRA-labeled TCR probe fluorescence, biochemical; inhibition, % at 9.4 µM; in the data active means inhibition above about 19%;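 further: recombinant mutant TCR 2C K166C tagged with TAMRA read by polarization; 0% = receptor in buffer alone and 100% = receptor with positive control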
mABHD4 FP = inhibitors of mouse ABHD4; 370,000 tested, 0.54% active; purified mABHD4, FP-Rh probe fluorescence polarization; inhibition, % at 8.92 µM;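 active means inhibition exceeding the mean over every tested compound plus 3 SD, cut at about 30% in these data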;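 further: 0% = plate median of compound wells and 100% = S159A mutant with DMSO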
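system = mouse ABHD4 enzyme, wild type | medium = HEPES pH 7.0, NaCl, Pluronic buffer | also added = FP-Rh probe | incubation = Enzyme–compound pre-incubation 45 min, then probe 60 min, both 25 °C | technique = fluorescence polarization, excitation 525 nm, emission 598 nm, BODIPY TMR filters | controls = S159A mutant high control, sample median low control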
LEDGF integ inh = blocks HIV-1 LEDGF/p75-dependent DNA integration; TR-FRET IN-LEDGF/p75 DNA integration, Eu/Cy5; inhibition, % at 3.7 µM; 370,000 tested, 0.64% active;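 active means inhibition above the screen-wide mean plus 3 SD, cut at about 13% in these data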;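 further: signal is the Cy5 over europium emission ratio at 671 and 618 nm; 0% = plate median of compound wells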
PG9 binder = binds the HIV-1 gp120 antibody PG9; TR-FRET gp120-PG9 antibody binding; inhibition, % at 6.7 µM; 360,000 tested, 0.43% active; AID 624416; in the data active means inhibition above about 8.5%
Starred values were filed as active, the others as inactive; nt = not tested or not shown.

Compound	HTRA1 inh	PRMT1 FP inh	UHRF1 binding	DDE Tn7 FP inh	TDP2 absorb	SIAE inh	TCR-CD3 inh	mABHD4 FP	LEDGF integ inh	PG9 binder
COc1ccc(CCn2cc(C#N)c(=O)[nH]c2=O)cc1OC	-3	-3	-1	-1	-2	3	0	-1	6	-0.4
N#Cc1c(-c2ccccc2)nc(SCC(=O)N2c3ccccc3Sc3ccccc32)[nH]c1=O	-141	1	0	-1	23	-43	5	-95	3	2.8
Cc1ccc(OCCC(=O)OCC(=O)NC(=O)NCc2ccccc2)cc1	18	-9	-3	-2	-2	-4	9	-1	0	0.1
C/C(=N\NC(=O)c1cccc(C)c1)c1cccc(NC(=O)c2ccco2)c1	-6	2	1	6	1	-3	-6	-15	-1	1.8
C[C@H]1CN(S(=O)(=O)c2c(F)cccc2F)CCN1S(=O)(=O)c1ccc2c(c1)OCCO2	-3	-4	1	5	10	5	4	-3	-2	-0.1
O=C1N(Cc2ccccc2)CC2(Br)COCOC12O (stereo not given)	-1	90*	-9	5	13	4	4	8	3	0.7
CCCSc1nc2ccccc2n1CC(=O)O	4	-1	0	-1	11	0	-1	-3	3	-0.5
CC(C)(C)c1ccc(C(=O)COC(=O)CN2C(=O)NC3(CCCC3)C2=O)cc1	2	2	0	-7	0	4	-5	1	0	-3.0
CC(=O)NCCC(=O)N1CCCC(CNC(=O)c2ccc(-c3ccccc3)cc2)C1 (stereo not given)	4	1	-3	1	5	-1	-4	-1	-1	1.6
CC1CCCC(C)N1C(=O)COC(=O)c1ccc(Br)o1 (stereo not given)	-2	-4	2	-3	5	-8	-9	-13	5	-0.1
COc1ccc(Cc2nnc(NC(=O)Cn3cnc4c3c(=O)n(C)c(=O)n4C)s2)cc1	3	-1	2	-3	3	2	-2	1	2	-0.1
COc1cc(NS(=O)(=O)c2ccc(NC(=S)NC(=O)c3ccco3)cc2)nc(OC)n1	-10	-5	2	10	8	7	6	-3	1	-1.9
Oc1cccc(CCc2ccccn2)c1	-4	-3	-4	-6	7	3	-1	2	0	-0.1
Cc1nnc2ccc(-c3cccc(NC(=O)c4ccco4)c3)nn12	11	-2	-3	2	-3	-1	3	3	-5	-1.5
CC(C)CC(=O)N=C1SC2CS(=O)(=O)CC2N1CCc1ccccc1 (stereo not given)	4	6	3	-5	-11	7	-2	4	-1	1.1
CC(C)C(C(=O)NC(C)(C)C)N1C(=O)c2ccccc2C1=O (stereo not given)	2	3	-3	3	8	0	5	4	1	-0.7
O=C(Nc1cc(Cl)c(Cl)cc1Cl)c1cccnc1	2	-3	0	2	-9	0	5	0	1	-0.2
COC(=O)[C@]12C[C@H](CC(=O)N3CCN(C(=O)C4CC4)CC3)C(=O)N(CCC3=CCCCC3)C1=C[C@H](COCc1ccccc1)O[C@@H]2C	nt	5	-2	-3	2	1	-3	3	-4	-0.1
CCn1c(SCc2ccc(C(=O)Nc3nccs3)cc2)nnc1-c1ccc(NC(C)=O)cc1	-12	3	-2	-3	6	-1	1	-7	0	0.2
CC1C/C(=N/NC(=O)c2cccc(F)c2)c2ccc(O)cc2C1 (stereo not given)	-2	1	-2	1	-1	-1	7	-2	2	-2.6
COc1ccccc1CCC(=O)Nc1ccc2c(c1)c(=O)n(C)n2-c1cccs1	nt	-3	-3	0	0	8	-6	5	-2	1.3
OC1(c2cn(Cc3ccccc3)nn2)CCCCC1	-2	-2	0	1	5	1	1	-1	0	-0.4
OCc1ccccc1SSc1ccccc1CO	nt	106*	3	-2	-4	-9	0	-10	-6	-2.5
COc1ccc2c(=O)c3c(=O)n(Cc4ccco4)c(-c4ccccc4)nc3oc2c1	-30	-2	-4	-3	-6	-7	4	-5	4	-0.7
CCOC(=O)Cc1ncccc1C(=O)Nc1ccc(OC)cc1	8	2	-9	4	6	1	7	8	0	-2.0
CN(CC(=O)OCC(=O)NC1CCCC1)S(=O)(=O)c1ccc(Cl)cc1	6	3	0	7	-5	-6	-4	2	-9	0.3
CCOC(=O)Nc1c(C(=O)OC)[nH]c2cccc(OC)c12	3	1	0	0	-1	-1	-2	-7	-1	-1.8
O=C(CN1C(=O)NC(c2ccccc2)(c2ccccc2)C1=O)NCc1cccs1	-13	-7	-1	-2	2	-6	2	2	6	-2.5
Cc1cc(NC(=O)CSC2=NS(=O)(=O)c3cc(F)ccc3N2)no1	-1	-3	0	-1	5	5	1	1	4	0.7
COCCN(C(=O)CCCC(=O)Nc1ccccn1)C(C(=O)NC1CCCCC1)c1ccc(C)cc1 (stereo not given)	-4	2	9	6	0	-3	0	-5	2	0.3

Continued (2 carried over from the part before).
Compound	HTRA1 inh	PRMT1 FP inh	UHRF1 binding	DDE Tn7 FP inh	TDP2 absorb	SIAE inh	TCR-CD3 inh	mABHD4 FP	LEDGF integ inh	PG9 binder
Cc1cc(NC(=O)CSC2=NS(=O)(=O)c3cc(F)ccc3N2)no1	-1	-3	0	-1	5	5	1	1	4	0.7
COCCN(C(=O)CCCC(=O)Nc1ccccn1)C(C(=O)NC1CCCCC1)c1ccc(C)cc1 (stereo not given)	-4	2	9	6	0	-3	0	-5	2	0.3
Cc1cccc(-n2ccc(=O)c(C(=O)Nc3ccc(S(=O)(=O)Nc4nccc(C)n4)cc3)n2)c1	-2	-4	2	2	-10	3	-4	-1	2	-2.4
O=C(COC(=O)c1ccc(O)cc1)NCc1ccc2c(c1)OCO2	-4	2	0	-4	10	3	3	-2	1	0.3
N#CCCN(Cc1ccccc1)C(=O)CCC(=O)c1ccc(F)cc1	-14	0	0	0	6	1	-8	-9	0	0.5
O=[N+]([O-])c1cc(S(=O)(=O)N2CCCC2)ccc1NN=C1CCCC1	6	-2	1	-6	-15	-2	-2	8	0	-0.8
COc1ccc(C(C)C)cc1S(=O)(=O)N1CCN(C)CC1	1	1	2	-3	-1	2	-3	1	-2	0.0
COc1ccc(-c2cnc3c(NC(C)=O)cc(-c4ccc(S(C)(=O)=O)cc4)cn23)cc1OC	nt	5	-2	-2	1	-7	-10	0	-4	-1.2
Cc1cccc(C(=O)NNC(=S)NC(=O)c2ccccc2)c1	7	0	-2	-4	4	-2	5	7	-1	0.6
O=S(=O)(NC1CCCCCCC1)c1ccccc1	-14	2	-1	-1	-12	4	-6	-3	-2	2.1
COc1ccc(C2CC(=O)C(c3ccc(C(N)=O)cc3)=CN2Cc2ccccc2)cc1 (stereo not given)	nt	4	4	7	-3	-6	-9	-6	-3	-0.8
CC(C)C(=O)Nc1ccc(C(=O)N/N=C/c2cc(Br)cc(Br)c2O)cc1	6	1	7	1	-12	4	13	4	0	-0.7
CC1=C(C(=O)OCc2ccccc2)C(c2ccc(C(F)(F)F)cc2)NC(=O)N1CCCCCC(=O)O (stereo not given)	-15	0	0	1	7	7	3	-15	1	-1.0
CCC(C)(C)n1nnnc1C(C(C)C)N(CCN1CCOCC1)Cc1cc2cccc(C)c2[nH]c1=O (stereo not given)	2	10	-2	-3	2	-2	-6	0	1	1.4
COc1ccc(CNc2nc(NCc3ccc(OC)cc3)c3[nH]cnc3n2)cc1	14	-1	1	4	-11	11	-2	18	3	-1.8
Cc1ccc(Oc2ccccc2NC(=O)CSCC(=O)Nc2cc(C)on2)cc1	-10	8	-2	11	0	-6	-3	-4	-4	-1.4
COC(=O)c1cc2c(cc1Cl)SC(=NCCCN1CCOCC1)NS2(=O)=O	8	0	4	-3	-2	-6	-1	-1	-3	-0.5
Cc1ccc(CNC(=O)C2CCCCC2C(=O)O)cc1 (stereo not given)	2	-4	-3	-3	7	0	-1	2	6	-0.9
COc1ccc(-n2c(C)cc(C(=O)COC(=O)Cn3cnc4ccccc43)c2C)cc1	-8	4	-2	0	-1	5	-2	4	1	0.0
O=C(C1=NOC2(C1)C(=O)Nc1ccccc12)N1CCCC1 (stereo not given)	nt	0	-1	1	3	-2	8	5	3	-2.4
Cc1cccc(-n2nc3c(c2NC(=O)C(C)C)CSC3)c1	-17	1	-2	1	10	-5	11	1	5	-0.4
Clc1ccc(-c2csc(N3CCN(c4ccccc4)CC3)n2)cc1	2	-2	3	4	-16	-5	7	-5	-1	-2.7
O=C(O)/C=C/c1ccc(S(=O)(=O)Nc2cccnc2)cc1	-55	4	0	-2	10	-3	0	-3	-2	-0.1
O=C(NC(=S)Nc1ccccc1)c1cccs1	-10	-2	-2	5	-10	-3	1	-10	-2	1.3
CCOC(=O)c1cc(-c2ccc(C#N)cc2)nc2c1c(C)nn2CCC#N	-2	-1	-2	-3	4	10	-6	-2	3	2.4
Cc1ccc(S(=O)(=O)NCCC(=O)N2CCN(C/C=C/c3ccccc3)CC2)cc1	-3	-3	0	-7	-19	3	-7	-7	3	-3.1

Single records, from the list above. Values in the order: HTRA1 inh	PRMT1 FP inh	UHRF1 binding	DDE Tn7 FP inh	TDP2 absorb	SIAE inh	TCR-CD3 inh	mABHD4 FP	LEDGF integ inh	PG9 binder
O=C(NC(=S)Nc1ccccc1)c1cccs1 across the screens: -10	-2	-2	5	-10	-3	1	-10	-2	1.3
N#CCCN(Cc1ccccc1)C(=O)CCC(=O)c1ccc(F)cc1 across the screens: -14	0	0	0	6	1	-8	-9	0	0.5

Screens deposited in PubChem by The Scripps Research Institute Molecular Screening Center.
